NCI-60 one-dose screen, 48 h, at 10 µM unless noted. Numbers give growth in % (100 = growth as untreated, 0 = no growth, -100 = all killed).
NCI-H226: NCI-H226 lung cancer; 3.5% of 79,000 active
COLO 205: COLO 205 colon cancer; 7.3% of 79,000 active
NCI-H522: NCI-H522 lung cancer. AID 1794739. 8% of 78,000 active
HCT-116: HCT-116 colon cancer; AID 1794798; 7.3% of 82,000 active
NCI/ADR-RES: NCI/ADR-RES ovarian cells. 4.4% of 81,000 active. AID 1794790
NCI-H322M: NCI-H322M lung cancer; 2.7% of 80,000 active; AID 1794733
NCI-H460: NCI-H460 lung cancer; 6.8% of 82,000 active
HCT-15: HCT-15 colon cancer. AID 1794746. 5.2% of 82,000 active
NCI-H23: NCI-H23 lung cancer | AID 1794731 | 4% of 80,000 active
* = called active by the depositor; . = not tested or not shown; & = joins results of further samples. Rule for the calls: active = growth percent below 10; inactive = the rest.

Every second line gives: NCI-H226 | COLO 205 | NCI-H522 | HCT-116 | NCI/ADR-RES | NCI-H322M | NCI-H460 | HCT-15 | NCI-H23
Cc1ncc([N+](=O)[O-])n1CC(O)CCl (stereo not given)
    99&99 | 109 | 91 | 104&111 | 104&106 | 101&108 | 108&118 | 104&99 | 105&96
CCC(=O)Oc1ccc(/C(=C(\C)c2ccccc2)c2ccc(OCCN(CC)CC)cc2)cc1
    96 | 75 | 74 | 62 | 93 | 96 | 81 | 54 | 89
C#CCN(C)CCCOc1ccc(N(C)C(=O)c2cc(C(C)C)c(O)cc2O)cc1Cl
    14 | 7.3* | 13 | 7.6* | -5.6* | 35 | -13* | 4.8* | 12
Cc1cc(C(=O)Nc2sc3c(c2C(N)=O)CCC(=O)C3)ccn1
    95 | 118 | 96 | 102 | 94 | 106 | 103 | 109 | 100
Nc1ccccc1-c1cc2c(c3c1[nH]c1ccccc13)CCC2
    99 | 106 | 85 | 75 | 90 | 87 | 97 | 77 | 93
COC(=O)[C@H]1[C@H]2C[C@@H]3c4[nH]c5ccccc5c4CCN3C[C@H]2C[C@@H](OC(=O)c2cc(OC)c(OC)c(OC)c2)[C@@H]1OC
    83 | 79 | 94 | 85 | 100 | . | 85 | 72 | 93
Cc1ccc(S(=O)(=O)N2CCN(C(=O)CSc3nc4ccc(C)cc4[nH]3)CC2)cc1
    91 | 143 | 97 | 103 | 107 | 116 | 110 | 110 | 105
CC(=O)OCC(C)Cc1ccc(C(C)(C)C)cc1 (stereo not given)
    114 | 128 | 135 | 108 | 118 | 113 | 119 | 91 | 114
CCC(=O)NCCCCCCN1CCCCC1
    102 | 103 | 69 | 97 | 103 | 105 | 106 | 102 | 105
CS(=O)(=O)Nc1cncc(-c2ccc3ncnc(Nc4ccc(F)c(Cl)c4)c3c2)c1
    56 | 32 | 8.9* | 20 | 84 | 10 | 62 | 51 | 33
CCOC(=O)Cn1c(O)c(N=Nc2ccc(S(N)(=O)=O)cc2)c2cc(Cl)ccc21
    82 | 112 | 82 | 91 | 94 | 95 | 95 | 96 | 95
O=C1/C(=C/c2ccc([N+](=O)[O-])cc2)CN(C(=O)CCN2CCC(=NO)CC2)C/C1=C\c1ccc([N+](=O)[O-])cc1
    15 | -65* | -77* | -67* | 7.5* | -19* | -46* | -68* | 0.4*
O=S(=O)(c1ccccc1)C1CCCCC1
    106 | 113 | 82 | 108 | 108 | 118 | 102 | 97 | 109
Cc1ccc(S(=O)(=O)N(Cc2ccccc2)c2ccccc2C(N)=O)cc1
    96 | 111 | 83 | 101 | 110 | 115 | 101 | 98 | 105
CSc1nn2c(-c3ccc4ccccc4c3)ccnc2c1C#N
    25 | 17 | -23* | -38* | 2.1* | 56 | -30* | 15 | 33
Cc1ccnc(NC(=O)C(C)c2ccc(Nc3ccnc(C(F)(F)F)c3)cc2)c1 (stereo not given)
    . | 112 | . | 99 | 104 | 105 | 110 | 101 | 100
O=C(CNc1c(Cl)cccc1Cl)Nc1ccc(-c2nc3ccccc3s2)cc1
    54 | 88 | -93* | 30 | 64 | 95 | 91 | 2.4* | 41
CC/C=C(\CC)C(=O)O
    103 | 107 | 83 | 108 | 105 | 115 | 104 | 100 | 104
Clc1cc(Cl)cc(Cl)c1
    102 | 103 | 100 | 101 | 109 | 97 | . | 102 | 103
CC(C)(C)c1ccc(C2CC(=O)C3=C(C2)Nc2ccccc2N(C(=O)c2ccccc2Cl)C3c2ccc(F)cc2)cc1 (stereo not given)
    . | -63* | 15 | 8.0* | 24 | -9.8* | -0.7* | 19 | 3.2*
Cc1cc2c(C(C)C)c(O)c(O)c(C(=O)C(=O)Nc3ccc(C(C)(C)C)cc3)c2c(O)c1-c1c(C)cc2c(C(C)C)c(O)c(O)c(C(=O)C(=O)Nc3ccc(C(C)(C)C)cc3)c2c1O
    96 | . | 85 | 104 | 111 | 110 | 102 | 106 | 103
COc1ccc(/C=N\NC(=O)N/N=C/c2ccc(OC)c(S(=O)(=O)O)c2)cc1S(=O)(=O)O
    113 | 125 | 102 | 102 | 109 | 111 | 113 | 107 | 112
COc1c(B(O)O)cc(F)cc1-c1nc2c(F)cc3[nH]ncc3c2c2c1CCCC2
    4.1* | -16* | 5.4* | 4.8* | 17 | 13 | 2.4* | 4.3* | 5.5*
CCCCCOC(=O)N1CCCCC1C (stereo not given)
    116 | 99 | 93 | 107 | 110 | 114 | 109 | 133 | 107
CS(=O)(=O)c1ccc(CC(=O)Nc2cc(NCc3ccc[n+]([O-])c3)c([N+](=O)[O-])cc2Cl)cc1
    92 | 105 | 94 | 107 | 102 | 97 | 102 | 93 | 102
COc1ccc(OC)c(/C=C/C(=O)CC(=O)/C=C/c2cc(OC)ccc2OC)c1
    100 | 113 | 95 | 102 | 103 | 104 | 107 | 99 | 101
CCCCCSc1ccc2nc(NC(=O)OCCC)sc2c1
    30 | . | 29 | 25 | 23 | 50 | 14 | 26 | 26
CCOC(=O)C1CC(C)=C(C)CC1C(=O)O (stereo not given)
    . | 144 | 105 | 96 | 97 | 127 | 103 | 103 | 112
CC1(C)NCCC[C@]2(C)[C@H]3CC=C4[C@@H]5C[C@@](C)(CO)CC[C@]5(C)CC[C@@]4(C)[C@]3(C)CC[C@@H]12
    84 | -5.0* | 74 | 21 | 74 | 82 | 4.3* | 30 | 81
Clc1ccc(/C=C/c2ccc(Cl)cc2Cl)c(Cl)c1
    81 | 107 | 74 | 93 | 100 | 99 | 102 | 106 | 82
NC(=S)NC(=S)Nc1ccccc1
    103 | 114 | 92 | 102 | 101 | 97 | 101 | 97 | 99
COc1cc(-c2cn(-c3ccc(/C=C/C(=O)c4cc(-c5cccc(Cl)c5)ccc4O)cc3)nn2)cc(OC)c1OC
    86 | 92 | 83 | 92 | 103 | 106 | 99 | 100 | 93
CC(NC(=O)OCc1ccccc1)C(=O)O (stereo not given)
    107 | 117 | 97 | 98 | 99 | 99 | 102 | 103 | 95
Cn1ccc(=O)c2cc([N+](=O)[O-])ccc21
    . | 121 | 87 | 108 | 112 | 125 | 96 | 111 | 112
N#Cc1ccc(/C=C/c2cn(-c3ccccc3)nc2-c2cccc([N+](=O)[O-])c2)cc1
    6.3* | 84 | 20 | 30 | 63 | 63 | 40 | 65 | 56
CCOC(=O)c1cc2c(n1Cc1cccc(OC)c1)-c1oncc1CC2
    50 | 9.0* | 14 | 15 | 6.4* | -1.0* | 10 | 29 | 49
CC(C)C(=O)N1CCCCCCN1C(=O)C(C)C
    91 | 108 | 94 | 95 | . | 101 | 106 | 99 | 102
COc1ccc(-c2ccnc(SCc3cc4ccccc4[nH]c3=O)n2)cc1OC
    -23* | 4.5* | -21* | 2.1* | -41* | -52* | 8.3* | 39 | 16
COC(=O)CCCNS(=O)(=O)c1cc(C(=O)Nc2ccc(NC(=O)c3cc(S(=O)(=O)NCCCC(=O)OC)c(O)c(O)c3O)cc2)c(O)c(O)c1O
    98 | 114 | 86 | 77 | 94 | 89 | 97 | 92 | 92
O=C1NC(=O)C(=Cc2cc(-c3ccc([N+](=O)[O-])cc3)n(-c3ccccc3)n2)C(=O)N1
    85 | 104 | 91 | 96 | 102 | 97 | 108 | 98 | 97
COc1ccc(-c2c(NC(=O)Nc3ccc(F)cc3)cnn2-c2ccc(S(N)(=O)=O)cc2)cc1
    114 | 115 | 99 | 87 | 99 | 106 | 107 | 108 | 100
CC(=O)Nc1ccc(C(=O)CCl)cc1
    93 | 3.3* | -65* | 32 | 85 | 96 | 81 | 6.5* | 86
O=C(OCCN(CCOC(=O)c1ccc([N+](=O)[O-])cc1)c1c[nH]c(=O)[nH]c1=O)c1ccc([N+](=O)[O-])cc1
    101 | 115 | 87 | 100 | 96 | 129 | 114 | 116 | 92
COc1cc2ncnc(Nc3ccc(S(=O)(=O)Nc4nccs4)cc3)c2cc1OCCCN1CCCCC1
    100 | 108 | 94 | 107 | 104 | 103 | 114 | 102 | 101
COc1ccc(-c2nc(SCc3cc(=O)oc4ccc(OC)cc34)[nH]c(=O)c2C(=O)NC(C)(C)C)cc1
    96 | 101 | 89 | 92 | 99 | 104 | 108 | 101 | 96
Cc1ccccc1C(=O)Oc1ccc(Cl)cc1Cl
    101 | 107 | 83 | 85 | 107 | 102 | 106 | 99 | 92
c1ccc(CSC2=NCCN2)cc1
    98 | 94 | 92 | 115 | 113 | 136 | 112 | 101 | 94
O=c1cc(-c2ccccc2)oc2ccc3ccccc3c12
    86 | 109 | 99 | 95 | 79 | 104 | 92 | 89 | 74
O=C(Nc1ccc(OCc2nnc(-c3ccccc3)o2)c(F)c1)c1cccc(C(F)(F)F)c1
    85 | 107 | 32 | 69 | 85 | 73 | 79 | 78 | 80
CC(=O)Nc1cccc(-c2nc3ccccc3n2Cc2ccc(C)cc2)c1
    99 | 113 | 67 | 77 | 101 | 103 | 100 | 105 | 104

Continued.
Every second line gives: NCI-H226 | COLO 205 | NCI-H522 | HCT-116 | NCI/ADR-RES | NCI-H322M | NCI-H460 | HCT-15 | NCI-H23
O=c1oc2c(c3ccccc13)CCCC2O (stereo not given)
    106 | 109 | 97 | 104 | 101 | 109 | 105 | 105 | 104
O=S(=O)(Nc1ccc(Cl)c(Cl)c1)c1ccc(-c2cnc(C3CC3)o2)cc1
    . | . | 6.8* | 26 | 5.9* | 41 | 4.3* | 24 | 40
C(=N/OCc1ccccc1)/c1cccnc1
    102&108 | 110&132 | 82&110 | 112&110 | 97&104 | 111&135 | 104&111 | 112&93 | 92&98
Nc1ccc(S(=O)(=O)N/N=C/C=C/c2ccccc2)cc1
    86 | 94 | 82 | 93 | 103 | 100 | 104 | 100 | 95
COc1ccc(/C=C(\C#N)c2nc3ccccc3s2)cc1
    86 | 127 | 91 | 102 | 112 | 93 | 115 | 108 | 102
Cn1cc(-c2c(NCc3ccco3)c(=O)c2=O)c2ccccc21
    84 | 98 | 40 | 95 | 91 | 92 | 101 | 101 | 91
Cc1c(/C=C(\C#N)c2ccc([N+](=O)[O-])cc2)c(=O)n(-c2ccccc2)n1C
    90 | 110&92 | 91&110 | 96&98 | 91&102 | 83&105 | 100&105 | 100&110 | 95&93
Cc1nc2sc(C(=O)Nc3cccc(Cl)c3C)c(N)c2cc1C(=O)c1ccccc1
    5.3* | -36* | 5.6* | 13 | 4.5* | 50 | 7.3* | 9.3* | 34
CCOc1ccc(/C=C(\C#N)c2cc3ccccc3[nH]2)cc1
    90 | 49 | 33 | 37 | 26 | 87 | 36 | 29 | 79
CN(CSc1ccc(Cl)cc1)c1ccc(CSc2ccc(Cl)cc2)cc1
    43 | 41 | 32 | 58 | 92 | 86 | 62 | 63 | 91

Looked up by compound from the list above (6):
Every second line gives: NCI-H226 | COLO 205 | NCI-H522 | HCT-116 | NCI/ADR-RES | NCI-H322M | NCI-H460 | HCT-15 | NCI-H23
Cc1c(/C=C(\C#N)c2ccc([N+](=O)[O-])cc2)c(=O)n(-c2ccccc2)n1C
    90 | 110&92 | 91&110 | 96&98 | 91&102 | 83&105 | 100&105 | 100&110 | 95&93
CCOc1ccc(/C=C(\C#N)c2cc3ccccc3[nH]2)cc1
    90 | 49 | 33 | 37 | 26 | 87 | 36 | 29 | 79
Cn1cc(-c2c(NCc3ccco3)c(=O)c2=O)c2ccccc21
    84 | 98 | 40 | 95 | 91 | 92 | 101 | 101 | 91
O=c1oc2c(c3ccccc13)CCCC2O (stereo not given)
    106 | 109 | 97 | 104 | 101 | 109 | 105 | 105 | 104
Nc1ccc(S(=O)(=O)N/N=C/C=C/c2ccccc2)cc1
    86 | 94 | 82 | 93 | 103 | 100 | 104 | 100 | 95
Cc1nc2sc(C(=O)Nc3cccc(Cl)c3C)c(N)c2cc1C(=O)c1ccccc1
    5.3* | -36* | 5.6* | 13 | 4.5* | 50 | 7.3* | 9.3* | 34

(cont.)
Every second line gives: NCI-H226 | COLO 205 | NCI-H522 | HCT-116 | NCI/ADR-RES | NCI-H322M | NCI-H460 | HCT-15 | NCI-H23
COc1ccc(/C=C2\Oc3cc(OCCN4CCCCC4)ccc3C2=O)cc1OC
    99 | 103 | 101 | 100 | 98 | 88 | 100 | 100 | 95
CCCCC(CC)CN=C(N)NC(N)=NCCCCCCN=C(N)NC(N)=NCC(CC)CCCC (stereo not given)
    -63* | -80* | . | -86* | 47 | . | -71* | 7.4* | -80*
C=CC(=O)Nc1cccc(-c2nc(SC)n(C)c(=O)c2C#N)c1
    84 | 111 | 62 | 89 | 95 | 106 | 102 | 75 | 95
O=C(NN=C1CCCCCC1)c1ccc(NC(=O)c2ccccn2)cc1
    90 | 114 | 79 | 86 | 101 | 94 | 99 | 73 | 98
COc1ccc(-n2c(SCC(=O)NNC(=S)NC(=O)c3ccc(Br)cc3)nc3cc(OC)c(OC)cc3c2=O)cc1
    109 | 111 | 104 | 109 | 86 | 97 | 96 | 66 | 103
N#Cc1c(-c2ccc(Br)cc2)nc(SCC(=O)c2ccc(Cl)cc2)[nH]c1=O
    96 | 100 | 87 | 102 | 98 | 88 | 101 | 105 | 93
Clc1cccc(Cc2cn3cc(-c4ccc(Br)cc4)nc3s2)c1Cl
    92&96 | 97&86 | 91&89 | 73&72 | 101&109 | 72&86 | 74&73 | 82&76 | 105
CCN(CC)CCCCCCNc1ccnc2cc(Cl)ccc12
    108 | 9.2* | 125 | 59 | 104 | 96 | 93 | 93 | 83
Cc1cccc(NNC(=S)Nc2ccccc2)c1
    103 | 114 | 90 | 93 | 107 | 98 | 97 | 99 | 88
